FBW7 act: human FBW7 E3 ligase activation, primary screen | 0.13% of 650,000 active | normalized activity (activation), % at 26.1 µM | AlphaScreen FBW7–phospho-cyclin E peptide binding, activator screen | AID 1259310; in the data active = normalized activity above about 1.9%;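 also: purified mutant Fbw7 with reduced substrate affinity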
MITF inh: blocks human microphthalmia-associated transcription factor; O75030; inhibition, % at 2.6 µM; AlphaScreen MITF homodimerization, bead proximity signal; 0.91% of 650,000 active; AID 1259374; in the data active = inhibition above about 50%;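 also: 0% = vehicle wells with protein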
Target sequence (O75030 whole entry, looked up): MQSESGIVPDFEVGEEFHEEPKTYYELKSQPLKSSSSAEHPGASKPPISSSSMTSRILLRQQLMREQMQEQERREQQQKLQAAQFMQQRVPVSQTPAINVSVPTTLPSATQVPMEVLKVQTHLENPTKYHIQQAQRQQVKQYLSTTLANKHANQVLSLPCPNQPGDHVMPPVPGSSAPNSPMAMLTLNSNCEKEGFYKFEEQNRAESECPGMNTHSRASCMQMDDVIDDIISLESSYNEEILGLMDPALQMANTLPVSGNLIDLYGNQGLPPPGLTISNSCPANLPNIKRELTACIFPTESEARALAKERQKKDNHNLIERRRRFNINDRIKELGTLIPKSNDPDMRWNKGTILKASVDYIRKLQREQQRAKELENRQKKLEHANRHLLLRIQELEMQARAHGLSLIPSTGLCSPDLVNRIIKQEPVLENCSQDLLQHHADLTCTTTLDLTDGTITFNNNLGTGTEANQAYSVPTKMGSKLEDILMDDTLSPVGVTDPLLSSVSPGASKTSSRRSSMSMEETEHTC
GPR151 ag: activates the human receptor GPR151 | PathHunter beta-arrestin GPR151 cells, luminescence | activation, % at 11.2 µM | AID 1508602 | 1% of 650,000 active; in the data active = activation above about 4.9%;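 also: 0% = median of compound wells and 100% = cells with positive control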
Target sequence (Q8TDV0 whole entry, looked up): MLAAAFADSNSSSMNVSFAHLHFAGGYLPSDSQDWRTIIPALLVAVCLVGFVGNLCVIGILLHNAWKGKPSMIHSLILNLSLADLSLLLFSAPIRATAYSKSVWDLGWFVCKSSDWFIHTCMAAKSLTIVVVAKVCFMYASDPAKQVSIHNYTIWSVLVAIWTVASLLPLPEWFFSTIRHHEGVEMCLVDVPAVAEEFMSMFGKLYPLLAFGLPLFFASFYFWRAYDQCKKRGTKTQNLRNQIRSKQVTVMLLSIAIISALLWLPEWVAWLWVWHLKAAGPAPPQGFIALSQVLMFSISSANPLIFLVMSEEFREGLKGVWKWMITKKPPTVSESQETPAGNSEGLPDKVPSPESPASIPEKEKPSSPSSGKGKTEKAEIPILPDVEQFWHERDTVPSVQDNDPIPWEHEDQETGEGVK
TEAD-YAP block: TEAD-YAP interaction inhibition. inhibition, % at 9.12 µM. HEK-TIYL cells, TEAD-Gal4/YAP UAS-luciferase luminescence. 1.4% of 640,000 active. AID 1259422; in the data active = inhibition above about 32%;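 also: 0% = median of test compound wells and 100% = reference inhibitor wells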
Active calls of the source: *.

SMILES	FBW7 act	MITF inh	GPR151 ag	TEAD-YAP block
O=C(C1CCN(Cc2cccc(O)c2)CC1)N1CCN(Cc2ccccc2)CC1	0.5	48	0.2	4
O=C1c2oc3ccc(Cl)cc3c(=O)c2C(c2cccnc2)N1CCc1ccccc1 (stereo not given)	0.1	-10	-0.3	10
CCS(=O)(=O)N1CCC(C(=O)c2ccc(Cl)cc2)CC1	0.5	1	-0.6	13
CCOc1ccc(NC(=O)CN2C(=O)CC(C)Sc3ccccc32)cc1 (stereo not given)	0.9	12	-0.4	4
COc1ccc(C2C(C(=O)OC3CCCCC3)=C(C)NC3=C2C(=O)CC(c2ccccc2)C3)cc1OC (stereo not given)	0.3	-4	-0.3	-3
CCOc1ccc(NC(=O)c2ccc3c(=O)n(-c4ccc(OC)c(OC)c4)c(=S)[nH]c3c2)cc1	0.0	-6	0.3	-14
CCCOc1ccc(N2C(=O)C3C4C=CC(C)(O4)C3C2=O)cc1 (stereo not given)	-0.1	-1	-0.2	5
Cc1conc1NC(c1cccs1)c1ccc2cccnc2c1O (stereo not given)	-0.5	24	-0.8	15
N#C/C(=C(/O)COC(=O)c1ccccc1C(F)(F)F)c1nc2ccccc2[nH]1	0.2	5	0.2	-11
Cc1ccc(CNC(=O)C2CCN(c3cnccn3)CC2)cc1	0.7	-9	-0.1	-4
O=C(N/N=C/c1ccccc1O)C1CC(=O)N(c2ccc(F)cc2)C1 (stereo not given)	-1.6	-20	0.0	11
COCCCNC(=O)c1ccc(CS(=O)Cc2ccc(Cl)cc2)o1 (stereo not given)	0.1	10	0.6	-1
COc1ccc(CCNC(=O)c2ccccc2NC(=O)CSc2nnc(N)s2)cc1	0.0	-5	-1.8	9
CCOC(=O)c1c(NC(=O)C2COc3ccccc3O2)sc2c1CC(C)(C)NC2(C)C (stereo not given)	0.0	2	0.8	4
O=C(COc1cccnc1[N+](=O)[O-])NCC1CCCCC1	0.1	-12	-1.5	-3
CCc1cc2c(cc3c(=O)n(CC(=O)N4CCC(C)CC4)nc(CC)n32)s1	0.1	-3	0.3	-7
O=C(Nc1ccc(CC(=O)N2CCCC2)cc1)c1c(F)cccc1F	0.3	3	1.1	-8
Cc1cccc(CNCCC2CCC(=O)N2Cc2ccccc2Cl)c1 (stereo not given)	-0.2	-10	1.1	-9
Cc1ccc(N2C(=O)C(C)SC23C(=O)Nc2ccccc23)cc1 (stereo not given)	0.1	3	0.9	2
COc1cccc(OCC(=O)NNC(=O)c2c(-c3ccccc3Cl)noc2C)c1	0.2	-11	0.3	-4
Cc1cc(C=C(C#N)C#N)c(C)n1-c1ccccn1	-0.1	0	1.9	-6
CCOc1ccc(-c2ccc(SCC(=O)Nc3cc(C)on3)nn2)cc1	0.1	4	1.6	-6
Cn1cnc2c1c(=O)n(Cc1ccccc1F)c(=O)n2C	0.4	22	0.6	7
CCC1CCCCN1C(=O)CSc1nnc(-c2ccncc2)n1-c1cccc(OC)c1 (stereo not given)	0.1	-15	0.7	5
CC(=O)Nc1c([N+](=O)[O-])sc2ccccc12	0.1	-1	0.6	3
O=c1cnn(Cc2ccccc2)c(=O)n1Cc1ccccc1	0.5	1	-0.3	-4
N#Cc1c(Oc2ccccc2)cc(Oc2ccccc2)cc1S(=O)Cc1ccccc1 (stereo not given)	0.0	1	-1.1	-4
CCCCN(S(C)(=O)=O)S(=O)(=O)c1ccc(OC)cc1	0.1	-4	0.4	26
CCNc1nc(C)cc(Nc2cc(OC)c(OC)c(OC)c2)n1	0.5	15	0.1	15
COc1ccc2c(c1)CC(c1nc(Nc3cn[nH]c3)c3cc(OC)ccc3n1)CO2 (stereo not given)	-0.3	8	2.4	-13

Part of the list above, reformatted:
structure,FBW7 act,MITF inh,GPR151 ag,TEAD-YAP block
CCOc1ccc(-c2ccc(SCC(=O)Nc3cc(C)on3)nn2)cc1,0.1,4,1.6,-6
Cn1cnc2c1c(=O)n(Cc1ccccc1F)c(=O)n2C,0.4,22,0.6,7
CCC1CCCCN1C(=O)CSc1nnc(-c2ccncc2)n1-c1cccc(OC)c1 (stereo not given),0.1,-15,0.7,5

Next section.
SMILES	FBW7 act	MITF inh	GPR151 ag	TEAD-YAP block
CCOC(=O)CSc1nc2c(c(=O)n1CC1CCCC1)C1(CCCCC1)Cc1ccccc1-2	0.4	3	-1.1	-3
CCOC(=O)c1ccc(NC(=O)C(CCSC)N2C(=O)C3C4c5ccccc5C(c5ccccc54)C3C2=O)cc1 (stereo not given)	0.2	-22	0.4	-3
COc1ccc(OCC(=O)NC2CC(C)(C)NC(C)(C)C2)cc1	0.0	-2	3.5	-20
COc1cc(-c2ccc3nc([C@H](N)Cc4cccc(F)c4)[nH]c3c2)ccn1	-1.0	9	0.5	4
CCCOc1ccc(-c2csc(NC(=O)CS(=O)(=O)c3ccc(F)cc3)n2)cc1	0.2	6	2.2	1
CCCCS(=O)(=O)CC(COC(=O)c1ccccc1)S(=O)(=O)CCCC (stereo not given)	0.1	11	-0.2	33*
COc1cccc(NC(=O)CNC(=O)c2nn(-c3ccc(OC)c(Cl)c3)c(=O)c3ccccc23)c1	0.2	-4	-0.7	-4
O=C(Cc1ccccc1)NCCSCc1ccco1	0.0	-15	0.1	-16
CCOC(=O)C1=C(C)NC2=C(C(=O)C(C(=O)OCC)C(c3cccc(OC)c3)C2)C1c1cc(OC)ccc1OC (stereo not given)	0.2	-7	-0.1	5
CCCOc1ccc(/C(O)=C2\C(=O)C(=O)N(c3nc(C)c(C(=O)OCC)s3)C2c2ccc(C)cc2)cc1C (stereo not given)	0.1	11	-0.2	-6
O=C(Cn1c(=O)oc2cc(S(=O)(=O)N3CCCCC3)ccc21)N1CCOCC1	-0.2	3	1.7	-3
Nc1cccc2c1C(=O)N(C(=O)c1ccc(N3CCOCC3)c([N+](=O)[O-])c1)C2=O	0.1	-4	1.8	0
O=C(CSc1nc2ccccc2c(=O)n1CC1CCC(C(=O)NCc2ccco2)CC1)NC1CCCC1 (stereo not given)	1.1	10	-0.4	-4
COc1cc(C2CC(=O)Nc3c2ccc2ccccc32)cc(OC)c1OC(C)=O (stereo not given)	-0.1	-2	0.9	4
COc1ccc(-c2cc(Nc3cc(OC)c(OC)c(OC)c3)nc(N)n2)cn1	0.3	-7	-0.1	4
c1ccc(OCCNc2nc(N3CCN(c4ccccn4)CC3)nc3c2ncn3-c2ccccc2)cc1	0.7	-3	-1.9	3
Cc1ccc(-n2cc(C(=O)Nc3ccccc3C(F)(F)F)c3ccccc3c2=O)cc1C	0.0	16	2.2	-1
CCOC(=O)C1CCN(c2c([N+](=O)[O-])nn(-c3ccc(Cl)cc3)[n+]2[O-])CC1	-0.2	2	-1.1	9
COc1cc(C2C3=C(CCCC3=O)Nc3ccc4ncccc4c32)ccc1OCc1ccccc1 (stereo not given)	0.5	16	-0.5	-7
Cn1c(C(=O)Nc2nc3ccccc3s2)cc2c(=O)n(C)c3ccccc3c21	0.3	11	-0.2	4

Of the compounds above, 7 contain fluorine:
SMILES	FBW7 act	MITF inh	GPR151 ag	TEAD-YAP block
N#C/C(=C(/O)COC(=O)c1ccccc1C(F)(F)F)c1nc2ccccc2[nH]1	0.2	5	0.2	-11
O=C(N/N=C/c1ccccc1O)C1CC(=O)N(c2ccc(F)cc2)C1 (stereo not given)	-1.6	-20	0.0	11
O=C(Nc1ccc(CC(=O)N2CCCC2)cc1)c1c(F)cccc1F	0.3	3	1.1	-8
Cn1cnc2c1c(=O)n(Cc1ccccc1F)c(=O)n2C	0.4	22	0.6	7
COc1cc(-c2ccc3nc([C@H](N)Cc4cccc(F)c4)[nH]c3c2)ccn1	-1.0	9	0.5	4
CCCOc1ccc(-c2csc(NC(=O)CS(=O)(=O)c3ccc(F)cc3)n2)cc1	0.2	6	2.2	1
Cc1ccc(-n2cc(C(=O)Nc3ccccc3C(F)(F)F)c3ccccc3c2=O)cc1C	0.0	16	2.2	-1

The list goes on.
SMILES	FBW7 act	MITF inh	GPR151 ag	TEAD-YAP block
O=C(O)c1ccc2c(c1)C(=O)N(c1ccc(Nc3ccccc3)cc1)C2=O	0.0	5	0.2	3
CCCCCC(=O)Nc1ccc(-c2csc(=NCC)n2CC)cc1	-0.1	-5	-1.1	-5
CCNc1cc(C)c(C)cc1-n1cnc(-c2ccc([N+](=O)[O-])cc2)c1	-0.2	6	0.5	7
CC1=NN(c2ccccc2)C(=O)/C1=C/c1ccc(OCc2ccc(F)cc2)cc1	-0.9	-4	-1.7	-28
CCC(NC(=O)c1c(-c2ccccc2Cl)noc1C)C12CC3CC(CC(C3)C1)C2 (stereo not given)	-0.1	-6	-1.9	-6
O=C(NC(Cc1ccccc1)C(=O)O)/C(=C\c1ccco1)NC(=O)c1ccccc1Br (stereo not given)	-0.1	-9	0.7	2
CCc1ccccc1NC(=O)CSc1nc2cc(C(=O)NCC3CCCO3)ccc2c(=O)n1Cc1ccco1 (stereo not given)	-0.1	0	0.9	1
Cc1ccc(N=Cc2c(O)n(C)c(=S)[nH]c2=O)cc1Cl	-0.3	1	0.7	9
Cc1cccc(-n2c(C)cc(/C=N/NC(=O)c3cccnc3)c2C)c1	-0.1	-2	0.4	-26
Cc1noc(C)c1S(=O)(=O)N(CC(=O)NC1CCC(C)CC1)c1ccc(C(C)C)cc1 (stereo not given)	0.1	10	-0.4	13
COc1ccc(-c2cccc(C(=O)NCCc3ccc(O)cc3)n2)cn1	0.2	14	1.8	7
Cc1ccc(S(=O)(=O)N(CC(=O)O)Cc2ccc(Cl)cc2Cl)cc1	0.1	-3	-0.4	11
N#Cc1ccccc1NC(=O)c1cccs1	0.8	8	2.0	-13
O=C1c2ccccc2C(O)N1Cc1ccccc1Cl (stereo not given)	0.0	80*	0.7	-6
CN1C(=O)NC2(CCN(CC(=O)Nc3ccccc3F)CC2)C1=O	0.0	2	-0.2	-4
CCN1CCCc2cc(CCNC(=O)Nc3ccccc3)ccc21	-0.3	14	2.3	-9
O=C(Nc1cccc([N+](=O)[O-])c1)c1ccc(S(=O)(=O)N2CCOCC2)cc1	0.1	-2	-0.5	6
C1=C(c2ccccc2)CCN(c2ncnc3c2nc2n3CCCCC2)C1	-0.3	2	0.6	21
Cc1ccc(S(=O)(=O)Cn2nnnc2C(CC(C)C)N2CCN(C)CC2)cc1 (stereo not given)	-0.1	-4	0.8	6
CC(=O)Oc1ccc(C(=O)Nc2ccccc2I)cc1	-0.1	-5	0.4	-14
COc1ccc(N2CCN(Cc3cccc(Cl)c3)C2=O)cc1	0.0	1	-0.3	-13
COc1cc(NC(=O)c2csc(Nc3cc(OC)c(OC)c(OC)c3)n2)cc(OC)c1OC	0.0	9	-1.0	12
O=C(/C=C/c1ccc([N+](=O)[O-])cc1)NCc1cccs1	-0.1	-10	-1.2	-20
CC1CC(NNC(=O)c2ccccc2)=Nc2ccccc2N1C (stereo not given)	0.0	11	-0.8	-7
COc1cc(Nc2ncc(C)c(Nc3ccccc3)n2)cc(OC)c1OC	-0.1	-3	3.7	34*
O=C1CC[C@@H]2CN(Cc3ccccc3)CC[C@@H]2N1Cc1ccc(F)cc1	-0.1	5	-1.5	-4
Cc1c(Cl)ccc2c1NC(=O)C2=O	0.0	19	-0.1	22
CC(C)NC(=O)c1ccc(I)cc1	0.0	2	1.7	-2
CC(Oc1ccc(C(=O)NC2CCCCC2)cc1)C(=O)O (stereo not given)	-0.2	-12	-1.3	0
CC(=O)NC1(c2ccc(C)cc2)CCN(CC(=O)NC2CC2)CC1	-0.2	-1	-0.2	-7
O=C(COC(=O)CN1C(=O)C2CCCCC2C1=O)Nc1c(Cl)cccc1Cl (stereo not given)	-0.1	-4	0.9	-1
COCCNc1nc(SCc2ccc(Cl)cc2)nc2ccccc12	0.0	5	-1.4	-14
COc1cccc(C2C=C(c3ccc(F)cc3)Nc3ncnn32)c1OC(F)F (stereo not given)	0.5	-2	-1.4	-1
O=C1N/C(=C/c2ccco2)C(=O)N1Cc1ccc(F)cc1	-0.3	-10	-0.5	-4
Cn1c(=O)c2ccccc2n(C)c1=S	0.5	5	5.6*	1
CC(=O)Nc1ccc(Nc2nc(-c3ccc(C(=O)NC4CC4)cc3)nc3nc[nH]c23)cc1	0.2	-2	7.8*	-7
Cc1ccc(C(=O)Nc2c(-c3ccccn3)c(=O)c3ccccc3n2C)cc1	0.8	17	1.0	2
COC(=O)c1ccc(S(=O)(=O)N(CCO)Cc2cc3ccc(C)c(C)c3[nH]c2=O)cc1	-0.1	8	0.4	-20
CC(=O)Nc1ccc(Nc2nc(N3CCN(Cc4ccc5c(c4)OCO5)CC3)ncc2C)cc1	-0.2	1	0.3	9
Cc1ccc(NC(=O)NCc2ccncc2)cc1NC(=O)NCc1ccncc1	0.1	7	0.1	7
COc1ccc(S(=O)(=O)N2CCc3ccccc3C2)c(C)c1C	-0.2	-4	0.3	5
CC(C)[C@H](NC(=O)c1ccccc1Br)C(=O)Nc1ccc(F)c([N+](=O)[O-])c1	-0.1	10	-1.4	9
CC(C)(C)CN1CCNC(=O)C1CC(=O)N1CCC(CCN2CCCC2)CC1 (stereo not given)	0.1	0	-1.0	3
COc1ccccc1-n1c(C)cc(/C=C2/C(=N)N3C=C(C)SC3=NC2=O)c1C	0.1	15	0.7	5
O=C(CSCc1n[nH]c(=O)[nH]1)NCCOc1cccc(Oc2ccccc2)c1	0.1	7	0.6	-5

High-throughput results: PubChem BioAssay, The Scripps Research Institute Molecular Screening Center
